PAFAH2 FP inh – PAFAH2 (human) inhibition; Q99487; inhibition, % at 3.39 µM; 340,000 compounds, 0.99% hits; AID 492956; recombinant PAFAH2, FP-rhodamine activity probe, fluorescence polarization;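 active means inhibition above the mean over all tested compounds plus 3 SD, cut at about 30% in these data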;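 further: inhibitors block probe labeling of enzyme so polarization drops; 0% = enzyme with DMSO and 100% = wells lacking PAFAH2 protein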
PAFAH1B2 inh – inhibitors of human PAFAH1B2; inhibition, % at 3.39 µM; AID 492953; recombinant PAFAH1B2, FP-rhodamine activity probe, fluorescence polarization; 340,000 compounds, 1.2% hits;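 active means inhibition above the mean of all tested compounds plus 3 SD, cut at about 24% in these data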;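 further: 0% = enzyme with DMSO and 100% = wells lacking PAFAH1B2; many of its hits are not listed in these tables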
Target sequence (P68402 whole entry, looked up): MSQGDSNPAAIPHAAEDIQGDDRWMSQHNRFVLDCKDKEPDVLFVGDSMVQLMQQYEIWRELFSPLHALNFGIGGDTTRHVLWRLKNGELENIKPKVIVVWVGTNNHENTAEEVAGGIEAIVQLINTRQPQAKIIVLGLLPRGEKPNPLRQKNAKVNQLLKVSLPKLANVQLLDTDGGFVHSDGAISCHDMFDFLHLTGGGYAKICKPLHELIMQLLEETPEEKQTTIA
LYPLA2 inh – counter-screen for PME1 inhibitors: inhibitors of human LYPLA2 | O95372 | recombinant LYPLA2, FP-Rh probe fluorescence polarization | inhibition, % at 5.9 µM | 320,000 compounds, 0.38% hits;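 active means inhibition above the screen-wide mean plus 3 SD, limit set per campaign, cut at about 26% in these data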;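 further: 0% = LYPLA2 with DMSO and 100% = wells lacking LYPLA2 enzyme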
PAFAH1B3 inh – inhibitors of human PAFAH1B3. Q15102. AID 492972. inhibition, % at 3.39 µM. recombinant PAFAH1B3, FP-rhodamine probe, fluorescence polarization. 340,000 compounds, 0.28% hits;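 active means inhibition above the screen-wide average of all tested compounds plus 3 SD, cut at about 25% in these data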;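 further: 0% = enzyme with DMSO only and 100% = wells lacking PAFAH1B3 protein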
Target sequence (Q15102 whole entry, looked up): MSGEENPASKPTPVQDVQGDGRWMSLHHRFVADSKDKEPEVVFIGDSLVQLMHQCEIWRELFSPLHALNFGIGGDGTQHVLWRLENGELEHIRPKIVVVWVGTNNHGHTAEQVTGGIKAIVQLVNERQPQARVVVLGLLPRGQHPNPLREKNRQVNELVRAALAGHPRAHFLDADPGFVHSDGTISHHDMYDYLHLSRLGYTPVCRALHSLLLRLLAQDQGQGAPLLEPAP
PAD4 FP inh – PAD4 (human) enzyme inhibition; recombinant PAD4, RCA probe fluorescence polarization; inhibition, % at 6.36 µM; 330,000 compounds, 0.41% hits; AID 485272;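 active means percent inhibition above a cutoff equal to the mean of all tested compounds plus 3 SD, cut at about 15% in these data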;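 further: 0% = PAD4 with RCA probe and DMSO and 100% = probe without PAD4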
pPAFAH inh – pPAFAH (human) enzyme inhibition; 330,000 compounds, 1.5% hits; recombinant pPAFAH, FP-rhodamine probe fluorescence polarization; inhibition, % at 3.39 µM; AID 463082;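 active means inhibition above the mean inhibition across the screen plus 3 SD, cut at about 25% in these data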;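 further: inhibitors block binding of the rhodamine activity-based probe so polarization drops; 0% = enzyme with DMSO and 100% = wells lacking pPAFAH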
GSTO1 counter – GSTO1 inhibition, counter-screen for RBBP9 inhibitors; P78417; recombinant GSTO1, activity-based probe fluorescence polarization; inhibition, % at 5.96 µM; 300,000 compounds, 1.1% hits; AID 1974;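 active means inhibition above the campaign mean inhibition plus 3 SD, cut at about 35% in these data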;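 further: 0% = GSTO1-1 with DMSO and 100% = wells lacking GSTO1-1 enzyme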
LYPLA1 counter – LYPLA1 (human) inhibition in PME1 counter-screen; O75608; recombinant LYPLA1, FP-Rh probe fluorescence polarization; inhibition, % at 5.9 µM; 320,000 compounds, 0.16% hits; AID 2174;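 active means inhibition above the mean of all tested compounds plus 3 SD, set per campaign, cut at about 14% in these data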;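 further: inhibitors block serine hydrolase probe labeling of LYPLA1 so polarization falls; 0% = enzyme with DMSO and 100% = wells lacking LYPLA1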
PME-1 primary – PME-1 (human) inhibition; Q9Y570; recombinant PME-1, FP-Rh probe fluorescence polarization; inhibition, % at 5.9 µM; 320,000 compounds, 0.53% hits; AID 2130;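 active means inhibition above the campaign mean of all compounds plus 3 SD, cut at about 26% in these data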;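 further: competitive labeling of PME-1 active site by serine hydrolase directed probe; 0% = PME-1 with DMSO and 100% = wells lacking PME-1 enzyme; inhibitors block probe labeling so polarization falls and inhibition rises; many of its hits are not listed in these tables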
Target sequence (Q9Y570 whole entry, looked up): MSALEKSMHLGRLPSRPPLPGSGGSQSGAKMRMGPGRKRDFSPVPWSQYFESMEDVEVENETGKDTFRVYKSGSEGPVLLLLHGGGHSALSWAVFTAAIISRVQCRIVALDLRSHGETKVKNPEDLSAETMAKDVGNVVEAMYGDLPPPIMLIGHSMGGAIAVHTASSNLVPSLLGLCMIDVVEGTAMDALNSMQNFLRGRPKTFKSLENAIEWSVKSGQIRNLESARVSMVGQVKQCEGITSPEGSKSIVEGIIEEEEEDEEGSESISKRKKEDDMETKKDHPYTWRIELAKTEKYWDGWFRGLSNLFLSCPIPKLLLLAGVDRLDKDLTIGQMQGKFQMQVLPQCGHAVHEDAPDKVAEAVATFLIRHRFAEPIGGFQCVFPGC
Numbers without * were called inactive; · = not tested or not shown; & = joins results of further samples. Some of the compounds tested (hit frequency here may not be typical).

#1 CSc1ncc(/C=C2/C(=O)NC(=O)N(C3CCCCC3)C2=O)cn1
#2 Cc1ccccc1-n1c(O)c(C(c2ccncc2)c2c(O)n(-c3ccccc3C)c(=O)[nH]c2=O)c(=O)[nH]c1=O
#3 CNC(=O)Oc1ccc(-c2cn3cc(Cl)ccc3n2)cc1
#4 Cc1nn(Cc2ccccc2Cl)c(Cl)c1C(=O)OC(C(=O)NC(N)=O)C(C)C (centres undefined)
#5 CCCCCn1c(=O)c(C(=O)NCc2ccccc2)c(O)c2ccccc21
#6 O=C(C1c2ccccc2C(=O)N2CCc3ccccc3C12)N1CCC2(CC1)OCCO2 (centres undefined)

| Assay by compound | 1 | 2 | 3 | 4 | 5 | 6 |
| --- | --- | --- | --- | --- | --- | --- |
| PAFAH2 FP inh | 7.5 | 12.9 | -4.0 | -9.6 | -2.0 | 2.9 |
| PAFAH1B2 inh | 18.9 | 6.4 | 3.9 | 0.0 | 0.8 | 4.5 |
| LYPLA2 inh | -0.2 | 2.4&-0.2 | -0.8 | -9.2 | -5.4 | -0.8 |
| PAFAH1B3 inh | 2.7 | 1.2 | 6.5 | -1.6 | 1.6 | 1.6 |
| PAD4 FP inh | -3.7 | -1.7&-1.2 | 1.2 | 2.6 | 1.3 | -3.7 |
| pPAFAH inh | -0.5 | 4.9&5.7 | 5.4 | 4.3 | 1.2 | -1.2 |
| GSTO1 counter | 16.4 | 5.6&-4.9 | -1.2 | -2.7 | 4.4 | -0.2 |
| LYPLA1 counter | -0.4 | -1.8&-0.3 | 4.8 | 1.6 | -5.6 | -1.9 |
| PME-1 primary | -2.8 | 7.9&3.9 | 0.5 | -6.9 | -4.9 | 6.7 |

Brought forward from above: 2 compounds, followed by the next part.
#5 CCCCCn1c(=O)c(C(=O)NCc2ccccc2)c(O)c2ccccc21
#6 O=C(C1c2ccccc2C(=O)N2CCc3ccccc3C12)N1CCC2(CC1)OCCO2 (centres undefined)
#7 CCCCCn1c(=O)c(C(=O)Nc2ncccc2C)c(O)c2ccccc21
#8 CCCNC(=O)Cn1cnc2sc(C(=O)N3CCC4(CC3)OCCO4)c(C)c2c1=O
#9 CC(NCc1ccccc1Cl)C(O)c1ccccc1 (centres undefined)
#10 OC1/C(=C/c2ccc(Cl)cc2Cl)N2CCC1CC2 (centres undefined)
#11 Cc1cc(N2CCCC2)ccc1C=C(C#N)C#N
#12 CC1(C)N(O)C2CCCCC2N1O (centres undefined)

| Assay by compound | 5 | 6 | 7 | 8 | 9 | 10 | 11 | 12 |
| --- | --- | --- | --- | --- | --- | --- | --- | --- |
| PAFAH2 FP inh | -2.0 | 2.9 | 2.6 | -0.1 | -1.0 | 2.8 | -23.9 | -9.3 |
| PAFAH1B2 inh | 0.8 | 4.5 | -2.5 | 0.1 | 1.0 | 5.6 | -9.4 | 1.6 |
| LYPLA2 inh | -5.4 | -0.8 | -3.0 | 0.5 | 5.8 | 3.7 | 1.4 | 5.8 |
| PAFAH1B3 inh | 1.6 | 1.6 | 10.9 | 9.3 | -6.8 | 13.1 | -16.3 | 3.5 |
| PAD4 FP inh | 1.3 | -3.7 | -2.1 | -2.2 | 2.5 | -4.7 | 0.7 | -4.4 |
| pPAFAH inh | 1.2 | -1.2 | 9.4 | 4.5 | 0.1 | 6.7 | 9.4 | 1.3 |
| GSTO1 counter | 4.4 | -0.2 | 1.6 | -2.8 | 9.1 | 0.8 | 6.0 | -5.7 |
| LYPLA1 counter | -5.6 | -1.9 | -1.3 | -5.6 | 4.9 | 1.4 | -0.5 | 1.9 |
| PME-1 primary | -4.9 | 6.7 | -3.6 | -7.6 | -0.4 | 6.9 | 5.1 | -1.2 |

#13 Cc1cc(/C=C2/C(=O)NC(=O)N(c3ccccc3)C2=O)c(C)n1-c1ccc(F)cc1
#14 COC(=O)C1=C(c2cccc(OCc3ccccc3)c2)C[C@@H]2CC[C@H]1N2C(=O)NCc1ccc(C(C)(C)C)cc1
#15 COC(=O)C(O)(c1ccc(N=Cc2ccccc2O)c(C)c1)C(F)(F)F (centres undefined)
#16 COc1ccc(/C=C/C(=O)NC(=S)N2C[C@H]3C[C@H](C2)c2cccc(=O)n2C3)cc1
#17 CN1CCC(N(C)Cc2cccnc2)CC1
#18 CCC/C=C(\CCC)C(NP(=O)(c1ccccc1)c1ccccc1)c1ccccc1 (centres undefined)

| Assay by compound | 13 | 14 | 15 | 16 | 17 | 18 |
| --- | --- | --- | --- | --- | --- | --- |
| PAFAH2 FP inh | 29.1 | 4.5 | -5.1 | 0.9 | 4.6 | · |
| PAFAH1B2 inh | 25.0* | -2.1 | -0.6 | 3.3 | 2.1 | · |
| LYPLA2 inh | 0.3 | -7.4 | 2.6 | 4.9 | -2.1 | -7.5 |
| PAFAH1B3 inh | -1.8 | -10.2 | 4.7 | 1.4 | -2.8 | · |
| PAD4 FP inh | -0.8 | 2.7 | 1.4 | -1.0 | 0.4 | 4.1 |
| pPAFAH inh | 7.5 | -1.4 | -3.5 | 4.8 | -4.4 | -0.4 |
| GSTO1 counter | -4.6 | · | -7.3 | -9.1 | -2.0 | -1.9 |
| LYPLA1 counter | -5.4 | -4.0 | 1.4 | -0.5 | -2.2 | -6.1 |
| PME-1 primary | 6.6 | -11.9 | 1.9 | -2.7 | 6.1 | 1.5 |

#19 Cc1ccc(N)c(C(=O)c2ccc(Br)cc2)c1
#20 Nc1ccc(S(=O)(=O)N2CC3CC(C2)c2cccc(=O)n2C3)cc1 (centres undefined)
#21 Cc1ccccc1N1C(=O)NC(=O)/C(=C\c2cc(Br)c(N3CCOCC3)o2)C1=O
#22 CC(=NCc1ccco1)c1c(O)n(-c2ccccc2)c(=O)[nH]c1=O
#23 CN(C)CC1CSCCC1(O)c1ccccc1Cl (centres undefined)
#24 C[C@H]1OC[C@@H](C[N+](C)(C)C)O1

| Assay by compound | 19 | 20 | 21 | 22 | 23 | 24 |
| --- | --- | --- | --- | --- | --- | --- |
| PAFAH2 FP inh | -7.8 | -2.2 | -5.6 | 5.5 | 2.9 | -9.1 |
| PAFAH1B2 inh | 5.3 | 5.4 | 1.6 | 2.6 | 2.3 | -4.1 |
| LYPLA2 inh | -0.2 | -8.1 | 2.1 | 2.8 | -1.3 | -1.3 |
| PAFAH1B3 inh | 0.2 | 2.0 | -8.8 | 5.5 | -6.3 | 12.7 |
| PAD4 FP inh | -2.1 | 5.7 | -2.9 | -5.4 | 1.6 | -1.0 |
| pPAFAH inh | -3.1 | -5.1 | 5.3 | 0.0 | 0.7 | 0.8 |
| GSTO1 counter | -1.7 | -2.8 | 5.7 | -9.2 | 4.3 | -2.6 |
| LYPLA1 counter | 3.0 | -3.3 | -0.9 | 2.9 | 1.1 | -1.1 |
| PME-1 primary | -1.5 | -9.2 | 2.9 | -8.3 | -8.0 | 1.5 |

#25 ClC1C(Cl)C(Cl)C(Cl)C(Cl)C1Cl (centres undefined)
#26 CCOC(=O)c1ccccc1NC(=O)c1c(O)[nH]c(=O)[nH]c1=O
#27 COc1ccc(CN2C(=O)NC(=O)/C(=C\c3ccco3)C2=O)cc1
#28 ClCCN1CCN(c2ccnc3cc(Cl)ccc23)CC1
#29 C[C@]12CCC3C(CC[C@H]4C[C@@H](O)CC[C@]34C)C1C[C@@H](O)[C@H]2O (some centres undefined)

| Assay by compound | 25 | 26 | 27 | 28 | 29 |
| --- | --- | --- | --- | --- | --- |
| PAFAH2 FP inh | 0.2&-8.6 | 6.4 | 16.5 | -2.9 | -2.1 |
| PAFAH1B2 inh | 10.4&4.9 | 0.1 | 3.0 | -6.2 | 0.8 |
| LYPLA2 inh | 0.5&1.9 | -7.7 | -7.9 | -3.1 | · |
| PAFAH1B3 inh | 8.0&-2.6 | 2.4 | 4.6 | 3.9 | 5.5 |
| PAD4 FP inh | -1.9&-4.9 | 1.0 | -8.5 | -0.4 | 0.7 |
| pPAFAH inh | 21.6&6.1 | 5.8 | 13.3 | -1.7 | 0.8 |
| GSTO1 counter | 4.1&3.7 | 0.9 | 11.1 | 1.5 | · |
| LYPLA1 counter | -3.4&-5.7 | -2.8 | -10.8 | -6.1 | · |
| PME-1 primary | 0.7&-2.9 | 0.1 | -6.8 | -1.0 | · |

Of the compounds above, these have a halogen.
#3 CNC(=O)Oc1ccc(-c2cn3cc(Cl)ccc3n2)cc1
#4 Cc1nn(Cc2ccccc2Cl)c(Cl)c1C(=O)OC(C(=O)NC(N)=O)C(C)C (centres undefined)
#9 CC(NCc1ccccc1Cl)C(O)c1ccccc1 (centres undefined)
#10 OC1/C(=C/c2ccc(Cl)cc2Cl)N2CCC1CC2 (centres undefined)
#13 Cc1cc(/C=C2/C(=O)NC(=O)N(c3ccccc3)C2=O)c(C)n1-c1ccc(F)cc1
#15 COC(=O)C(O)(c1ccc(N=Cc2ccccc2O)c(C)c1)C(F)(F)F (centres undefined)
#19 Cc1ccc(N)c(C(=O)c2ccc(Br)cc2)c1
#21 Cc1ccccc1N1C(=O)NC(=O)/C(=C\c2cc(Br)c(N3CCOCC3)o2)C1=O

| Assay by compound | 3 | 4 | 9 | 10 | 13 | 15 | 19 | 21 |
| --- | --- | --- | --- | --- | --- | --- | --- | --- |
| PAFAH2 FP inh | -4.0 | -9.6 | -1.0 | 2.8 | 29.1 | -5.1 | -7.8 | -5.6 |
| PAFAH1B2 inh | 3.9 | 0.0 | 1.0 | 5.6 | 25.0* | -0.6 | 5.3 | 1.6 |
| LYPLA2 inh | -0.8 | -9.2 | 5.8 | 3.7 | 0.3 | 2.6 | -0.2 | 2.1 |
| PAFAH1B3 inh | 6.5 | -1.6 | -6.8 | 13.1 | -1.8 | 4.7 | 0.2 | -8.8 |
| PAD4 FP inh | 1.2 | 2.6 | 2.5 | -4.7 | -0.8 | 1.4 | -2.1 | -2.9 |
| pPAFAH inh | 5.4 | 4.3 | 0.1 | 6.7 | 7.5 | -3.5 | -3.1 | 5.3 |
| GSTO1 counter | -1.2 | -2.7 | 9.1 | 0.8 | -4.6 | -7.3 | -1.7 | 5.7 |
| LYPLA1 counter | 4.8 | 1.6 | 4.9 | 1.4 | -5.4 | 1.4 | 3.0 | -0.9 |
| PME-1 primary | 0.5 | -6.9 | -0.4 | 6.9 | 6.6 | 1.9 | -1.5 | 2.9 |

#23 CN(C)CC1CSCCC1(O)c1ccccc1Cl (centres undefined)
#25 ClC1C(Cl)C(Cl)C(Cl)C(Cl)C1Cl (centres undefined)
#28 ClCCN1CCN(c2ccnc3cc(Cl)ccc23)CC1

| Assay by compound | 23 | 25 | 28 |
| --- | --- | --- | --- |
| PAFAH2 FP inh | 2.9 | 0.2&-8.6 | -2.9 |
| PAFAH1B2 inh | 2.3 | 10.4&4.9 | -6.2 |
| LYPLA2 inh | -1.3 | 0.5&1.9 | -3.1 |
| PAFAH1B3 inh | -6.3 | 8.0&-2.6 | 3.9 |
| PAD4 FP inh | 1.6 | -1.9&-4.9 | -0.4 |
| pPAFAH inh | 0.7 | 21.6&6.1 | -1.7 |
| GSTO1 counter | 4.3 | 4.1&3.7 | 1.5 |
| LYPLA1 counter | 1.1 | -3.4&-5.7 | -6.1 |
| PME-1 primary | -8.0 | 0.7&-2.9 | -1.0 |

Screens (PubChem BioAssay)
